BAZ2B block: qHTS Assay for Inhibitors of BAZ2B; Bromodomain adjacent to zinc finger domain protein 2B (Homo sapiens), Q9UIF8; AlphaScreen BAZ2B-H3K14Ac peptide displacement; Potency, µM (top dose mostly 114 µM), for inactives: at the top dose activity change, negative = inhibition, hits mostly inhibitors; actives 4.4% (n = 360,000); also: % is scaled to controls: 0 for no effect and ±100 for the full control effect; nearly all actives have a fitted effect of over 60% in size
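BAZ2B (50 nM) with biotin-H3(5-23)K14Ac peptide (50 nM) in PBS pH 7.4, 0.01% Tween-20, preformed 30 min, then compound 30 min at room temperature; top concentration 110uM. AlphaScreen streptavidin donor/nickel chelate acceptor beads (10 ug/mL final), 20 min dark, signal read.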
Pol iota inh: qHTS for Inhibitors of Polymerase Iota; DNA polymerase iota (Homo sapiens), Q9UNA4; Pol iota fluorescent replication assay, 10 min; Potency, µM (highest dose often 115 µM), inactives show top-dose activity, negative = inhibition, hits mostly inhibitors; AID 588590, 2011; actives 1% (n = 390,000)
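Fluorescent replication assay read twice, at 0 min and 10 min after adding 50 nM (final) substrate. Enzyme (10 nM) and compounds were first incubated 15 min at room temperature; enzyme-free buffer wells were negative controls.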
G9a block: qHTS Assay for Inhibitors of Histone Lysine Methyltransferase G9a | Histone-lysine N-methyltransferase EHMT2 (Homo sapiens), Q96KQ7 | G9a H3K9 monomethylation, AlphaScreen, 2 h | Potency, µM (titrated, usually from 102 µM), without a hit: at the highest dose activity, negative = inhibition, hits mostly inhibitors | actives 8.8% (n = 350,000); also: % is scaled to controls: 0 for no effect and ±100 for the full control effect; nearly all actives have a fitted effect of over 75% in size
Target sequence (Q96KQ7 913-1193 limits assumed): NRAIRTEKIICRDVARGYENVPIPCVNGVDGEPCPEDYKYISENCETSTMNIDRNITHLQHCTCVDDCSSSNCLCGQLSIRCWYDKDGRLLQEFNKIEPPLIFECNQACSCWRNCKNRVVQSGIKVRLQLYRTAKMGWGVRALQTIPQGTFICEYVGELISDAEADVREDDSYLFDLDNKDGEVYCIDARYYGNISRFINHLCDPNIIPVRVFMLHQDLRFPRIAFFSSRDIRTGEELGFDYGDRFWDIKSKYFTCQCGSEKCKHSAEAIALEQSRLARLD
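G9a (20 nM) was preincubated 15 min with compound, then reacted 2 h at room temperature with 500 nM biotin-H3K9 peptide and 20 µM SAM. Monomethyl-H3K9 detected by AlphaScreen using anti-H3K9me1 antibody.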
BLM inh: qHTS Assay for Inhibitors of Bloom's syndrome helicase (BLM) | recombinant BLM DNA unwinding, fluorescence dequenching | Potency, µM (doses to about 56.1 µM), for the others: top-dose activity change, negative = inhibition, usual class: inhibitors | actives 0.2% (n = 350,000) | AID 2528, 2010;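 also: plate controls were vehicle for no effect and no enzyme for full effect; nearly all actives have a fitted effect of over 35% in size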
Pin1 inhibitor: qHTS Assay to Find Inhibitors of Pin1; Peptidyl-prolyl cis-trans isomerase NIMA-interacting 1 (Homo sapiens), Q13526; Potency, µM (doses to about 115 µM), for inactives: at the top dose activity, negative = inhibition, hits mostly inhibitors; actives 0.009% (n = 390,000); Pin1 FP peptide displacement, HiFluor488, 10 min; active = well fitted inhibition curve with a large enough effect in the polarisation, with a control signal flat, not every such curve was filed as active; inconclusive = small, poorly fitted or top-dose-only effect, or effect the other way, or a change in a side signal; inactive = no such curve, though single readings can be large or run the other way; the % refers to the polarisation; also: % is scaled to controls: 0 for no effect and ±100 for the full control effect
Target sequence (Q13526 whole entry, looked up): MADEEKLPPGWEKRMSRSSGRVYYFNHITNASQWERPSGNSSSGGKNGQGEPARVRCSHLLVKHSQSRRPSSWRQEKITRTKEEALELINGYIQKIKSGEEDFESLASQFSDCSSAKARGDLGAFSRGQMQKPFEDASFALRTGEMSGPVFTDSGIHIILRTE
HP1b chromo inh: HTS for Inhibitors of HP1-beta Chromodomain Interactions with Methylated Histone Tails; AlphaScreen HP1-beta / biotin-H3K9me3 peptide binding; Potency, µM (series often up to 114 µM), for inactives: top-dose activity change, negative = inhibition, actives largely listed as inhibitors; actives 0.56% (n = 390,000); also: nearly all actives have a fitted effect of over 70% in size; inactives centre near 23
Target sequence (P83916 whole entry, looked up): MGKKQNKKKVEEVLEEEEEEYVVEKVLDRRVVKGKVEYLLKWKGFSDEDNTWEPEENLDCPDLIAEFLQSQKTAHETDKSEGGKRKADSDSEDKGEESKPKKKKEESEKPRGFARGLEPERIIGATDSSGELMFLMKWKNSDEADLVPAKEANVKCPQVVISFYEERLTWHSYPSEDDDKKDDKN
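HP1-beta protein (50 nM final) preincubated 30 min at room temperature with biotinylated H3(1-18)K9me3 peptide (50 nM) in PBS pH 7.4, 0.01% Tween-20, then compound added for 30 min. AlphaScreen streptavidin donor/nickel chelate acceptor beads (10 ug/mL final), 30 min dark, luminescence read.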
GLS inhibitor: qHTS for Inhibitors of Glutaminase (GLS); Glutaminase kidney isoform, mitochondrial (Homo sapiens), O94925; GLS enzymatic activity, qHTS titration; Potency, µM (top dose mostly 45.5 µM), for inactives: top-dose activity change, negative = inhibition, most hits filed as inhibitors; actives 0.21% (n = 410,000); AID 624170, 2012; also: % is scaled to controls: 0 for no effect and ±100 for the full control effect
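hKGA in 45 mM KH2PO4 (pH 8.2), 0.02% Tween-20 with compound, then 1mM L-Glutamine (stock as added) plus glutamate oxidase/HRP/Amplex red coupling mix. Fluorescence read initially and after 30 min at RT; signal change reflects glutamate formation.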
JMJD2A Tudor: qHTS Assay for Inhibitors of JMJD2A-Tudor Domain. actives 4.4% (n = 390,000). Potency, µM (titrated, usually from 114 µM), without a hit: top-dose activity change, negative = inhibition, actives largely listed as inhibitors. AlphaScreen JMJD2A-Tudor / H3K4me3 peptide binding. Lysine-specific demethylase 4A (Homo sapiens), O75164; also: % is scaled to controls: 0 for no effect and ±100 for the full control effect; nearly all actives have a fitted effect of over 50% in size
Tb PGK inh: qHTS Assay to Find Inhibitors of Phosphoglycerate Kinase; actives 0.043% (n = 380,000); Potency, µM (doses to about 57.5 µM), for the others: at the top dose activity change, negative = inhibition, hits mostly inhibitors; PGK/GAPDH coupled, Kinase-Glo luminescence, 60 min; also: % is scaled to controls: 0 for no effect and ±100 for the full control effect; nearly all actives have a fitted effect of over 60% in size
Target sequence (P07378 whole entry, looked up): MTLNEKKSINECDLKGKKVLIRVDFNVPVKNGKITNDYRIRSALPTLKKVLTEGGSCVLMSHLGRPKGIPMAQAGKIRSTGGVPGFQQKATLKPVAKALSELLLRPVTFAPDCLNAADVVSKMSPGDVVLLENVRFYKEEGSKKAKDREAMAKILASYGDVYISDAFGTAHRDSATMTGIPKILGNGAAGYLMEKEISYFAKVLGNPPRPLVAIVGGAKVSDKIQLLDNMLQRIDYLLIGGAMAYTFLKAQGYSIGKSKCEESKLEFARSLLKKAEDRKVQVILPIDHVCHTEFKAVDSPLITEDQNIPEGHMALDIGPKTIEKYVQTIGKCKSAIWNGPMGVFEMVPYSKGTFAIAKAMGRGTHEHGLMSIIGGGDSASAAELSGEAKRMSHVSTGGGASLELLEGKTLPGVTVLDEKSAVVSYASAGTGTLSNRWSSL
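Luminescent ATP detection (Kinase-Glo Plus) follows a 60-minute room-temperature incubation, with wells lacking PGK as controls. Buffer: 100 mM TEA (pH 7.6), 5 mM MgCl2, 0.01% Tween-20. Coupling enzyme GAPDH (100 nM final) supplies unstable 1,3-BPG in-well.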
The depositor's hits bear a star; i = inactive; ? = inconclusive; . = not tested or not shown; & = joins results of further samples; [ ] = remark or other dose. Unless noted, calls follow the shape of the dose curve; as a rule, active = well fitted curve in the direction sought with a large enough effect; inconclusive = small, poorly fitted or top-dose-only effect, or another doubt; inactive = no such curve, though single readings can be large; an effect the other way counts as inactive or inconclusive. Potency is read from the fitted curve at half-maximal effect.

Sequence of screens: BAZ2B block | Pol iota inh | G9a block | BLM inh | Pin1 inhibitor | HP1b chromo inh | GLS inhibitor | JMJD2A Tudor | Tb PGK inh
Cc1ccc(C(=O)Nc2ncc(Cc3ccccc3)s2)o1
  -0.6% | 11.2% | ? | -5.9% | -2.0% | 14.2% | . | -9.5% | -5.4%
Cc1ccc(NC(=O)CCc2nc3ccccc3c(=O)[nH]2)cc1S(=O)(=O)N1CCOCC1
  -20.7% | 10.3% | ? | . | 0.2% | 16.5% | -4.3% | -10.2% | i
CCCN1C(=O)/C(=C/c2ccc(N3CCOCC3)cc2)NC1=S
  -37.8% | 4.0% | -4.0%[59 µM] | -3.1% | ? | 46.9%[activator] | 4.3% | -18.6% | -8.6%
COc1ccc(CCNC(=O)c2nnn(CC(=O)Nc3ccccc3)c2N)cc1OC
  ? | ? | -13.9%[0.0925 µM] | -14.7% | 18.2% | 30.5%[activator] | 5.2% | ? | -14.9%
COc1ccc(/C=N/OC(=O)Nc2ccc(Cl)cc2)c(OC)c1
  4.7% | -1.6% | . | 2.7% | -1.9% | 25.2% | 18.7% | -9.1% | 0.2%
O=C(Nc1ccc(Br)cc1)C1CCCN(S(=O)(=O)c2ccc(Br)s2)C1 (stereo not given)
  -1.2% | 23.4% | -33.1%[59 µM] | -1.0% | -8.1% | 23.2% | -1.4% | 3.1% | 6.4%
COc1ccc(C2=C(C)C(=O)N(Cc3ccc(C(=O)NCc4ccc(C)cc4)cc3)S2(=O)=O)cc1
  -7.1% | 1.8% | 1.8%[59 µM] | -1.0% | -1.4% | 21.9% | 2.0% | -8.3% | .
Cn1c(=O)[nH]c(=O)c2c1nc(N1CCCCC1)n2CC(O)CN1CCCCC1 (stereo not given)
  -31.2% | -10.3% | ? | 7.2% | 9.8% | 41.4% | 14.0% | 1.5% | i
Cc1cccc(N2C(=O)C3C4C=CC(CC4)C3C2=O)c1 (stereo not given)
  11.0% | -13.9% | -10.7% | -1.9% | 0.0% | 31.8% | 1.4% | -6.8% | -4.0%
Cc1cc(NCCO)nc(-n2nc(C)cc2C)n1
  14.4% | 23.6% | ? | -5.8% | -10.2% | 42.6% | 1.8% | -7.5% | -1.1%
c1ccc(Nc2nc(Nc3ccccc3)nc(-n3cccn3)n2)cc1
  . | ? | . | . | 4.9% | 11.3% | . | ? | .
COc1ccc(NC(=O)Cn2cnc3c(cnn3C(C)(C)C)c2=O)cc1OC
  -26.9% | 92.0%[activator] | -11.2% | -18.1% | -6.7% | 32.3% | 1.3% | 2.7% | 2.1%
CCNC(=O)c1cc2n(n1)CCCN(Cc1ccc(C)cc1)C2=O
  -1.2% | -6.0% | -1.5%[12.7 µM] | 0.0% | 27.8% | 3.8% | -17.2% | 6.3% | -5.4%
O=C1CC(SCCO)C(=O)N1c1ccccc1 (stereo not given)
  10.7% | 3.8%[58.9 µM] | 1.2% | 1.9% | -0.8% | 11.6% | -0.5% | -6.0% | i
CCC1Oc2ccc(C)cc2N(CC(=O)NCCCN2CCN(Cc3ccccc3)CC2)C1=O (stereo not given)
  3.4% | 8.9% | 14.9%[59 µM] | 1.2% | 4.5% | 0.5% | 0.0% | -13.1% | -3.6%
O=C(CSCC(=O)c1ccccc1)Nc1ccccc1Cl
  10.3% | 8.3% | -8.9%[2.33 µM] | -0.7% | -5.2% | 74.0%[activator] | 11.5% | 9.3% | 15.1%
COc1cc(Cl)c([C@@H]2C[C@H]3CN(c4ccccc4)C(=O)[C@]34CCCN24)cc1OC
  -1.9% | -16.0% | 1.0%[0.501 µM] | -5.1% | 7.1% | 20.2% | 11.1% | -16.1% | 2.2%
COc1ccc(NS(=O)(=O)c2ccc3c(c2)n(C)c(=O)c(=O)n3C)cc1Cl
  . | 6.2% | -3.7%[59 µM] | -0.4% | 41.4%[activator] | 26.3% | -11.2% | -13.7% | -1.4%
Cc1ccc(Cn2c(=O)n(CC3CCC(C(=O)N4CCC(C)CC4)CC3)c(=O)c3sccc32)cc1 (stereo not given)
  -18.2% | 0.2% | 3.0%[59 µM] | -8.6% | -3.3% | -7.4% | 2.7% | -17.0% | -8.3%
COc1ccc(C)cc1NC(=O)CN1CCN(c2ccccc2F)CC1
  8.9% | -19.6% | -29.9%[12.7 µM] | -3.6% | 8.8% | 21.1% | 4.9% | -11.8% | -1.0%
CC(/C=C\C=C\c1ccccc1)=N\NC(=O)c1cncc(Br)c1
  5.0% | 14.1% | ? | -4.3% | 6.0% | 29.9% | -10.2% | -10.1% | i
CCOc1ccccc1-c1noc(CCC(=O)Nc2cccnc2)n1
  -19.3% | -1.8% | -8.0% | -2.0% | -11.7% | -22.9% | -19.8% | -17.5% | -12.6%
CCOC(=O)c1sc(NC(=O)Nc2ccc(F)cc2)nc1C
  -3.4% | 117.2%[activator] | ? | -10.2% | -5.5% | 54.1%[activator] | 3.3% | -18.9% | 5.2%
CCCN(CCC)C(=O)C1CCN(c2ccc(S(=O)(=O)N3CCOCC3)cc2[N+](=O)[O-])CC1
  -22.2% | 14.9% | -0.6% | -9.6% | 3.2% | 14.3% | -8.9% | -28.7% | -6.8%
CC(C)n1c(NCc2nc3ccccc3n2C)nc2ccccc21
  -6.7% | 30.6%[activator] | 18.7%[59 µM] | -3.1% | -11.2% | 1.7% | 5.0% | -27.0% | -0.9%
CC(=O)N1CCN(CC(=O)Nc2ccc(C)c(S(=O)(=O)N(C)C)c2)CC1
  79.4µM* | 143.5%[activator] | 4.47µM* | 0.4% | -3.4% | ? | -3.2% | 5.62µM* | -7.3%
CC(C(=O)Nc1cccc(C#N)c1)n1nc(-c2ccccc2)c2c(c1=O)CCCC2 (stereo not given)
  -20.8% | 11.7% | -7.5%[59 µM] | -5.0% | -3.5% | 34.9% | 0.0% | -12.9% | -4.6%
C[C@H](NC(=O)c1ccccc1)C(=O)OCC(=O)Nc1ccc2c(c1)OCO2
  0.7% | ? | ? | . | 2.2% | 10.7% | -1.7% | -22.3% | -2.2%
CN1c2ccc(Cl)cc2C(=O)NC1C1CC=CCC1 (stereo not given)
  27.4% | 29.9% | 5.6% | -6.2% | 2.0% | 51.2%[activator] | 0.0% | 40.7%[activator] | -1.8%
O=C(CN1C(=O)S/C(=C\c2ccc(F)cc2)C1=O)NCCCn1ccnc1
  ? | ? | 17.7% | -4.5% | -10.1% | 41.8%[activator] | 1.9% | -22.9% | 9.4%
COc1ccc(NC(=O)c2ccc(CNc3c(NC4CCCCC4)c(=O)c3=O)cc2)cc1OC
  ? | -17.9%&-5.5% | ? | 0.6% | 0.1%&-2.3% | 30.3%&11.3% | 2.9%&10.4% | -2.1%&-8.5% | -4.0%
CCOC(=O)N1CCN(C(=O)Nc2ccc(Cl)cc2)CC1
  -0.9% | 12.7% | -5.3%[59 µM] | -0.4% | -8.1% | 46.7%[activator] | 1.6% | 6.3% | i
c1ccc(-c2csc(-c3ccc(-c4csnn4)cc3)n2)cc1
  4.6% | 9.8% | 30.6%[59 µM] | -2.7% | -0.1% | 47.0%[activator] | 5.4% | 3.7% | 7.8%
Cc1ccc2c(CC(=O)NCc3ccco3)coc2c1C
  -34.8% | ? | ? | -5.5% | -2.3% | 7.7% | -10.4% | -14.9% | -2.0%
CC1CCN(CC(O)Cn2c3ccccc3c3ccccc32)CC1 (stereo not given)
  -4.5% | 203.5%[activator] | . | 1.2% | -0.9% | 21.5% | 7.3% | -9.8% | -4.5%
Cc1csc(SCC(=O)NC2CCS(=O)(=O)C2)n1 (stereo not given)
  . | -14.8% | . | . | -4.6% | 3.4% | -19.4% | -6.9% | -2.2%
Cc1ccc(N(CC(C)C)S(=O)(=O)c2nnc(NC(=O)C(C)C)s2)cc1
  247.0%[activator] | 10.6% | 213.1%[activator][59 µM] | -6.4% | 3.4% | 341.8%[activator] | 0.5% | 244.4%[activator] | -3.5%
Cc1ccc(Sc2ncccc2C(=O)O)cc1C
  3.5% | -3.8% | -36.3%[59 µM] | -1.9% | 9.9% | 31.4% | 6.8% | -9.0% | -6.4%
O=C(NC1CC1)C1=C[C@@H](c2ccccc2)C[C@@H](OCc2ccc(CO)cc2)O1
  -3.5% | 1.7% | 24.8%[59 µM] | -1.4% | 1.9% | 7.7% | 0.6% | -12.8% | -4.6%
O=C(CSc1nnc(-c2ccco2)n1Cc1ccco1)Nc1ccccc1
  -37.5% | 4.7% | -44.3% | -4.9% | -0.2% | 14.6% | -5.7% | -16.0% | -9.5%
O=C(CN1CCCCC1)Nc1cccc2c1OCO2
  -0.9% | -5.5% | 10.2%[59 µM] | -6.8% | -8.3% | 30.3% | 5.3% | -4.9% | 3.3%
CCCCCNc1nc2ccccc2nc1NS(=O)(=O)c1cccs1
  6.8% | -0.5% | 7.4% | -0.5% | -2.0% | 39.9%[activator] | 22.9% | 19.2% | 0.7%
Cc1cc(N2CCOCC2)nc(N2CCOCC2)n1
  -3.7%&-0.9% | 79.1%[activator] | 9.9%[12.7 µM] | -3.4%&-1.2% | -10.0% | 45.6%[activator] | 14.4% | 0.3% | 3.5%
O=C(NC(C(=O)N/N=C/c1cccnc1)c1n[nH]c(=O)c2ccccc12)c1ccccc1 (stereo not given)
  1.0% | 29.8% | . | 0.8% | -0.8% | 9.4% | 3.8% | -14.7% | i
CCC(C)(C)NC(=O)C(c1cccs1)N(C(=O)c1ccn[nH]1)c1ccccc1 (stereo not given)
  -19.2% | -2.2% | . | -2.0% | -2.7% | 39.5%[activator] | 6.8% | -11.7% | -6.6%

Bioassay records (PubChem)

An excerpt; rates above refer to the full screens.
